# Compound activity as filed in PubChem.
# T cell HTS = T cell immune modulators affecting CD8 T cell-vesicle binding; 2C CD8+ T cell-vesicle binding, flow cytometry; stronger effect = lower value; calls only at 7 µM; actives 0.068% (n = 330,000); AID 2052;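 active = response, share of CD8 T cells binding vesicles, and their 90th percentile fluorescence all below set limits, cut at about 80% in these data, passing the limit was not always enough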
#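 System: murine 2C transgenic CD8+ T lymphocytes; also added: QL9-loaded Drosophila micro-vesicles; times: binding 1.5 h at 37 °C; measured by: flow cytometry, PE anti-B7-1 (FL2) versus Alexa647 anti-CD8 (FL8), PFA-fixed; control set: Peptide-free naked vesicles (low) and QL9 vesicles with 0.7% DMSO vehicle (high)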
# T cell HTS vesicle-bound % = second read-out of T cell HTS, no call of its own (marks repeat the call); double positive events, %; measured here: CD8+ vesicle-bound cell fraction;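 binding gate set so that unloaded-vesicle control wells show 10% double positive cells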
# The depositor's hits bear a star; i = inactive. Some of the compounds tested. The share of hits here may be higher or lower than overall.
SMILES,T cell HTS,T cell HTS vesicle-bound %
COc1ccccc1N(CC(=O)NC1CCCC1)C(=O)CCC(=O)Nc1ccccn1,i,13
CSc1ncccc1C(=O)Nc1ccncc1,i,58
CC1CCCCC12NC(=O)N(CC(=O)OCc1cccc(F)c1)C2=O (stereo unspecified),i,26
COc1ccc(C(CNc2ncnc3sc(C)c(C)c23)N(C)C)cc1 (stereo unspecified),i,39
CC(OC(=O)CNS(=O)(=O)c1ccc(C#N)cc1)C(=O)Nc1cccc(C#N)c1 (stereo unspecified),i,34
C#CCOc1c(/C=C\c2nc(O)c([N+](=O)[O-])c(=O)[nH]2)cc(Br)cc1OC,i,48
Cc1nc(SCC(=O)NC2CCCCC2C)c(C#N)c(C)c1C (stereo unspecified),i,37
COc1ccccc1CNC(=O)C1CCCC1,i,34
Cc1oc(-c2ccccc2F)nc1CS(=O)(=O)CC(=O)NCCCN1CC(C)CC(C)C1 (stereo unspecified),i,9
O=C(CCCc1ccccc1)NCCc1ccccc1,i,45
Cn1c(=O)c2c(ncn2CC(=O)OCC(=O)c2ccc(F)c(F)c2)n(C)c1=O,i,59
Cc1ccc(C(=O)OCC(=O)N(C)C2CCS(=O)(=O)C2)cc1S(=O)(=O)N1CCOCC1 (stereo unspecified),i,37
O=C(NCc1cc(C(F)(F)F)ccc1Cl)c1cccc2c1C(=O)c1ccc(N3CCOCC3)cc1S2(=O)=O,i,8
O=C(OCCCOC(=O)c1ccc(O)cc1)c1ccc(O)cc1,i,9
Cc1oc(-c2ccccc2Cl)nc1CS(=O)(=O)CC(=O)NCCN1CCOCC1,i,21
CN(c1ccc(F)cc1)S(=O)(=O)c1ccc(Cl)c(C(=O)Nc2ccncc2)c1,i,22
COc1ccc(C(=O)C2CCCN(C(=O)c3ccc(F)cc3)C2)cc1OC (stereo unspecified),i,13
CCOc1ccc(NC(=O)C2CCCN2S(=O)(=O)c2ccc(OCC)cc2)cc1 (stereo unspecified),i,23
CC(=O)c1ccc(OC(=O)COc2ccccc2Cl)cc1,i,60
Cc1ccc(NC(=O)CN2C(=O)C(=O)N(C3CCCC3)C2=O)cc1Cl,i,13
COc1ccc(-c2nnnn2C)cc1S(=O)(=O)Nc1ccc(C)cc1C,i,70
O=C1C2CCCCN2C(=O)N1CCCCN1CCN(c2cccc(Br)c2)CC1 (stereo unspecified),i,51
CN(C(=O)COC(=O)c1ccc(F)c(S(=O)(=O)N2CCOCC2)c1)C1CCS(=O)(=O)C1 (stereo unspecified),i,15
O=C(Nc1nc2ccccc2c(=O)s1)c1ccc(F)cc1Cl,i,20
Cc1c(Cl)ccc2sc(N3CCN(C(=O)C4=COCCO4)CC3)nc12,i,29

# Compound profiles (already shown). Values in the order: T cell HTS | T cell HTS vesicle-bound %
# Shown for CN(c1ccc(F)cc1)S(=O)(=O)c1ccc(Cl)c(C(=O)Nc2ccncc2)c1 : i | 22
# Shown for CC(OC(=O)CNS(=O)(=O)c1ccc(C#N)cc1)C(=O)Nc1cccc(C#N)c1 (stereo unspecified) : i | 34

# Copied from the list.
# In T cell HTS vesicle-bound %, CCOc1ccc(NC(=O)C2CCCN2S(=O)(=O)c2ccc(OCC)cc2)cc1 (stereo unspecified) has 23
# In T cell HTS vesicle-bound %, COc1ccc(-c2nnnn2C)cc1S(=O)(=O)Nc1ccc(C)cc1C has 70

# New compounds follow.
SMILES,T cell HTS,T cell HTS vesicle-bound %
N#Cc1ccc(NC(=O)Cn2cnc(S(=O)(=O)N3CCCC3)c2)cc1,i,40
O=C(NCc1ccccn1)c1cc(S(=O)(=O)N2CCCCC2)ccc1Cl,i,43
CCOc1cc(/C=N/NC(=O)c2ccccc2OCc2ccc(F)cc2)ccc1O,i,41
COc1ccccc1C(=O)Nc1nnc(SCC(=O)NCc2ccco2)s1,i,32
O=Cc1c(NCCCN2CCCC2=O)c2ccccc2[nH]c1=O,i,53
COc1ccccc1C(=O)C1CCCN(C(=O)c2ccccc2Cl)C1 (stereo unspecified),i,8
CN(Cc1ccccc1)C(=O)CC(=O)N(C)Cc1ccccc1,i,9
COc1ccc(C(=O)CC(=O)c2ccc(OC)cc2)cc1,i,49
O=C(CCNC(=O)c1ccc(Br)cc1)Nc1ccccc1N1CCCCC1,i,40
CC(C)(C)N1CC(C(=O)Nc2cccc(Cl)c2Cl)CC1=O (stereo unspecified),i,60
O=C(COC(=O)/C=C/c1ccc(S(=O)(=O)N2CCOCC2)cc1)Nc1ccccc1F,i,49
CC1(C)CC(=O)C2=C(C1)NC(=O)NC2c1ccc(Cl)cc1 (stereo unspecified),i,22
Cc1ccc(S(=O)(=O)N(C)CC(=O)Nc2ccc3c(c2)OCO3)cc1,i,28
C[C@@H](C(O)c1ccccc1)N(C)C(=O)CCc1ccccc1 (stereo partly specified),i,17
O=C(NCc1ccccc1C(F)(F)F)C1CCC(=O)N(CCCc2ccccc2)C1 (stereo unspecified),i,6
COc1ccc(-c2[nH]ncc2/C=N\NC(=O)c2cccs2)cc1OC,i,16
Cc1cc(NS(=O)(=O)c2ccc(NC(=O)COc3c(C)cc(Br)cc3C)cc2)no1,i,20
CCN1C(=O)[C@@H]2Cc3c([nH]c4ccccc34)C(c3ccc(OC)cc3)N2C1=S (stereo partly specified),i,25
COCCN(C(=O)CCC(=O)Nc1cc(C)on1)C(C(=O)NC(C)(C)C)c1cccc(OC)c1OC (stereo unspecified),i,20
C#CCOCCOCCOCCNc1nc(N2CCN(C(=O)CCCCCCCCCCNC(=O)Cn3cc(C[C@@H](C)O)nn3)CC2)nc(N2CCN(C(=O)CCCCCCCCCCNC(=O)[C@@H](CCSC)n3cc(CCO)nn3)CC2)n1,i,38
COCCCNC(=O)C(=O)Nc1ccc2c(c1)N(S(=O)(=O)c1cccs1)CCC2,i,52
N=C(N)SCCN,i,35
O=C(COc1ccc(Cl)cc1)N(Cc1cccs1)C1CCS(=O)(=O)C1 (stereo unspecified),i,8
O=C(c1cccc(S(=O)(=O)N2CCc3ccccc32)c1)N1CCc2ccccc2C1,i,37
COc1ccccc1C(=O)N1N=C(c2ccc(NS(C)(=O)=O)cc2)CC1c1cccs1 (stereo unspecified),i,43

# Exported tab-delimited: part of the list above
Compound	T cell HTS	T cell HTS vesicle-bound %
COCCCNC(=O)C(=O)Nc1ccc2c(c1)N(S(=O)(=O)c1cccs1)CCC2	i	52
CC1(C)CC(=O)C2=C(C1)NC(=O)NC2c1ccc(Cl)cc1 (stereo unspecified)	i	22

# (more compounds)
SMILES,T cell HTS,T cell HTS vesicle-bound %
COc1ccc(OC)c2[nH]c(C(=O)N/N=C/c3ccccc3O)cc12,i,27
CC(C)(OC(=O)c1ccc(F)cc1)c1cc2ccccc2c(=O)o1,i,46
O=C(CSc1nc2ccccc2c(=O)n1-c1ccc(OC(F)F)cc1)NC1CC1,i,28
COCCCNC(=O)CCc1c(C)nc2c(c(C)nn2-c2ccccc2)c1C,i,26
O=C(NCCc1ccccc1)C1CCCN1S(=O)(=O)c1ccc(Cl)cc1 (stereo unspecified),i,13
O=C(COC(=O)c1n[nH]c2ccccc12)NC1CCCCC1,i,41
O=CN1CCN(c2c([N+](=O)[O-])c(=O)oc3ccccc23)CC1,i,14
COCCn1c(N)c(N(Cc2ccccc2)C(=O)COc2ccccc2F)c(=O)[nH]c1=O,i,16
Cc1cccc2cc3c(nc12)-c1ccccc1C3=O,i,16
Cn1cc(/C=C/c2cc[n+](C)cc2)c2cc(Cl)ccc21,i,63
Cc1noc(C)c1NC(=O)N(C)C[C@H]1Oc2c(NC(=O)Nc3ccc4c(c3)OCO4)cccc2C(=O)N([C@H](C)CO)C[C@@H]1C,i,9
COc1cccc(CNC(=O)Cc2ccc(-c3ccccc3)cc2)c1,i,43
COc1ccc(C(=O)Nc2ccc3c(c2)nc(CCNC(=O)c2ccco2)n3C)cc1,i,21
O=C(NCC1CC1)c1onc(CSc2ccc(F)c(F)c2)c1C(=O)NCC1CC1,i,6
CCOC(=O)c1cc(S(=O)(=O)N2CCc3ccccc32)cn1C,i,42
Cc1cc(C(=O)Nc2ccc(F)cc2C)cs1,i,69
CCCNC(=O)c1ccccc1NC(=O)c1ccc2c(=O)n3c(nc2c1)CCC3,i,5
COc1ccc2cc(CCNC(=O)CCc3ccccc3)c(=O)[nH]c2c1,i,26
O=C(Cn1nc(Cl)nc1Cl)c1ccc([N+](=O)[O-])cc1,i,29
CCOc1ccc(NC(=O)COc2ccc3c(c2)OCO3)cc1,i,52
C=CCN1C(=O)c2ccc(C(=O)NCCc3ccc(OC)c(OC)c3)cc2C1=O,i,17
Cc1csc(SC(C)C(=O)Nc2ccc(F)cc2Cl)n1 (stereo unspecified),i,18
COc1ccccc1CNC(=O)c1ccncc1,i,56
O=C(NCCc1ccc(Cl)cc1)C1CC(=O)N(CCc2ccccc2)C1 (stereo unspecified),i,26
COc1ccc(S(=O)(=O)N2CCOCC2)cc1NC(=O)CSc1ccc(F)cc1,i,29
# (more compounds)
SMILES,T cell HTS,T cell HTS vesicle-bound %
CC(=O)CSc1nc2c(c(=O)[nH]c(=O)n2C)n1CCCc1ccccc1,i,53
CC(=O)N1c2ccc(S(=O)(=O)NCC3CCC(C(=O)NC4CCCCC4)CC3)cc2CC1C (stereo unspecified),i,34
COc1cc(N)c(Cl)cc1C(=O)OCC(=O)N1CCCCCC1,i,18
CSc1cccc(NC(=O)CNS(=O)(=O)c2ccccc2)c1,i,61
COc1cc(C(F)(F)F)ccc1C(=O)NCCc1ccco1,i,59
O=C(Nc1cccc(NC(=O)c2ccco2)n1)c1ccco1,i,64
COc1ccccc1N1CCN(/N=C/c2cccc(Cl)c2)CC1,i,64
COc1cc(NC(=O)CCCN2C(=O)NC(C)(C)C2=O)cc(OC)c1,i,54
O=C(/C=C/c1ccc([N+](=O)[O-])cc1)OCC(=O)c1ccc[nH]1,i,39
CCN(CC(=O)NCc1ccc(F)cc1)C(=O)c1oc2ccccc2c1C,i,26
COc1cccc(OCc2cc(C(=O)N3CCN(C(C)=O)CC3)no2)c1,i,9
COc1ccc(NC(=O)CS(=O)(=O)c2ccccc2Cl)cc1,i,43
O=C1OC(CC(=O)N(Cc2nnc(-c3ccc(Cl)cc3)o2)C2CC2)c2ccccc21 (stereo unspecified),i,37
COc1ccccc1NC(=O)CCCC(=O)OC(C)C(=O)c1ccccc1 (stereo unspecified),i,22
O=C(CCc1nc2ccccc2c(=O)[nH]1)N1CCN(S(=O)(=O)c2ccccc2Br)CC1,i,33
Nc1nnnn1/N=C/c1cccc(Br)c1,i,56
COC(=O)c1cc(COC(=O)CNC(=O)c2cccc(C)c2)oc1C,i,43
O=C(Nc1cccc(/C=C/c2ccccn2)c1)c1ccc(-n2cncn2)cc1,i,50
CN(C)c1ccc(CN(C(=O)c2cccs2)C2CCS(=O)(=O)C2)cc1 (stereo unspecified),i,21
FC(F)(F)c1cc(Nc2ccccc2)nc(-c2ccccn2)n1,i,38
CC(=O)Nc1ccc(NC(=O)C(C)OC(=O)CCCN=C2NS(=O)(=O)c3ccccc32)cc1 (stereo unspecified),i,39
O=S(=O)(Nc1cc(S(=O)(=O)N2CCOCC2)ccc1NCC1CCCO1)c1ccccc1F (stereo unspecified),i,35
Cc1ccc(C)c(S(=O)(=O)N2CCN(C(=O)c3ccc(OCc4c(C)noc4C)cc3)CC2)c1,i,30
O=C(NNC(=S)NC(=O)c1ccc(F)cc1)c1ccncc1,i,49
CC1CCCC(C)N1C(=O)CSc1nc(N)cc(N)n1 (stereo unspecified),i,35
# Further records follow:
SMILES,T cell HTS,T cell HTS vesicle-bound %
Cc1ccc(NC(=O)C2CCN(S(=O)(=O)c3c(C)nn(C)c3C)CC2)c(Cl)c1,i,5
COc1ccc(CCN2C(=O)CSC2c2cccc([N+](=O)[O-])c2)cc1OC (stereo unspecified),i,51
c1ccc(CNc2ccccn2)cc1,i,54
COc1ccc(N2CC(C(=O)N[C@@H](CC(C)C)C(=O)NC3CCCCC3)CC2=O)cc1 (stereo partly specified),i,24
CCCn1c(N)c(C(=O)CSc2n[nH]c(-c3ccccc3F)n2)c(=O)n(C)c1=O,i,40
CC(C)CC(=O)N1CCN(Cc2ccc3ccccc3c2)CC1,i,49
Cc1ccc2c(c1)cc(C(=O)NCc1ccccc1)n2C,i,59
Cc1cc(C)cc(N(CC(=O)NCc2ccccc2Cl)S(=O)(=O)c2c(C)[nH]c(=O)[nH]c2=O)c1,i,6
Cc1ccc(/C=N/NC(=O)c2nnn(-c3nonc3N)c2CSc2ccccc2)s1,i,39
CC(=O)NC(CC(=O)OCC(=O)Nc1cc(S(=O)(=O)N2CCCCC2)ccc1C)c1ccccc1 (stereo unspecified),i,45
O=C(CN1CCOCC1)NNC(=O)c1ccc([N+](=O)[O-])cc1,i,19
O=C(CN1C(=O)N/C(=C\c2ccccc2OCc2ccc(C(=O)O)cc2)C1=O)Nc1ccc(F)cc1,i,32
CN1CCN(C(=O)c2cc(=O)c3cc(Cl)ccc3o2)CC1,i,66
O=C(NCCc1ccc(Cl)cc1)c1cccc(N2CCCC2=O)c1,i,30
COc1ccc(S(=O)(=O)N2CCCCC2)cc1NC(=O)Cc1ccsc1,i,30

# Arranged by number of heavy atoms (ascending): 4 of the compounds above
SMILES,T cell HTS,T cell HTS vesicle-bound %
N=C(N)SCCN,i,35
Cc1cc(C(=O)Nc2ccc(F)cc2C)cs1,i,69
CCCNC(=O)c1ccccc1NC(=O)c1ccc2c(=O)n3c(nc2c1)CCC3,i,5
O=C(CN1C(=O)N/C(=C\c2ccccc2OCc2ccc(C(=O)O)cc2)C1=O)Nc1ccc(F)cc1,i,32
